HTR1E antagonist: antagonists of human 5-HT1E serotonin receptor; P28566; CHO 5-HT1E Ga15 NFAT-bla reporter, FRET, antagonist; inhibition, % at 6 µM; hit rate 0.99% among 65,000; AID 571;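 active = inhibition above a set limit, the mean inhibition across every tested compound plus 3 SD, cut at about 29% in these data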;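 also: signal is the 460 over 535 nm emission ratio of beta-lactamase substrate; 0% = agonist plus DMSO wells and 100% = wells without agonist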
5HT1E ag: activates the human 5-HT1E serotonin receptor. CHO 5-HT1E Ga15 NFAT-bla reporter, FRET; 0% DMSO wells, 100% control agonist wells. P28566. hit rate 0.69% among 65,000. activation, % at 6 µM;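 active = activation above a set limit, the screen-wide mean activation plus 3 SD, cut at about 8.5% in these data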;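 also: 100% = positive control agonist at 1 µM giving full maximal response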
HEK293 NFkB inh: lowers PMA/ionomycin-induced NF-kB signal in HEK293 cells | inhibition, % at 3 µM | HEK-293 NF-kB luciferase reporter, luminescence | hit rate 0.21% among 62,000;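 active = inhibition above the mean of all tested compounds plus 3 SD, cut at about 40% in these data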;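 also: 0% = stimulated DMSO wells and 100% = 10 µM reference inhibitor 5653914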
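System – HEK-293 cells with stable firefly luciferase reporter driven by four HIV NF-kB elements · Doses – one dose, 3 µM · Schedule – 1 h compound pre-incubation, 16 h PMA/ionomycin at 37 °C · Technique – luminescence from luciferase substrate reagent · Measure – percent inhibition normalized per plate to DMSO and reference-inhibitor controls · Replicates – tested once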
5HT1a ag: 5-HT1a (human) receptor agonism; CHO 5-HT1a Ga15 NFAT-bla reporter, FRET ratio; 0% basal, 100% maximal reference agonist; activation, % at 10 µM; hit rate 0.56% among 65,000;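 active = activation above the screen-wide mean activation plus 3 SD, cut at about 19% in these data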;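 also: 0% = DMSO wells and 100% = 5-CT at EC100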
Target sequence (P08908 whole entry, looked up): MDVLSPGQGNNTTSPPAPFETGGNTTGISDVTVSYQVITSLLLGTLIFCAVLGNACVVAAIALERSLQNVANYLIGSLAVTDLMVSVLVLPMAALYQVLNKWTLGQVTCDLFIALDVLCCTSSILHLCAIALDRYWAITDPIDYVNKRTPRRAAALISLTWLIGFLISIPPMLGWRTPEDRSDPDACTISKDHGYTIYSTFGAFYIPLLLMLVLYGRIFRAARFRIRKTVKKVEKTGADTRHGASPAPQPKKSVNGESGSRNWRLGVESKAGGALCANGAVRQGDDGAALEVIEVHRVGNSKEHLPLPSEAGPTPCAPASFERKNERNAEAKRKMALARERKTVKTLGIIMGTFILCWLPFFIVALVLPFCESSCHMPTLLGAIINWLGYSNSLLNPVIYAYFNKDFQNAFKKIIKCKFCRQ
S1P1 ag-PAM: activates or potentiates agonism at human S1P1 receptor | AID 449 | activation, % at 9.5 µM | S1P1 CRE-bla cells, forskolin, beta-lactamase FRET, potentiator mode; S1P1 agonist co-added at EC20, 2 nM; 100% = saturating reference agonist, 0% = basal | P21453 | hit rate 0.57% among 56,000;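 active = activation above a cutoff set at the mean activation of all tested compounds plus 3 SD, cut at about 54% in these data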;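 also: forskolin at 4 µM as EC80 and the EC20 agonist is SEW2871; 100% = SEW2871 at its EC100 plus forskolin at EC80; some compounds past the cut are filed as inactive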
Target sequence (P21453 whole entry, looked up): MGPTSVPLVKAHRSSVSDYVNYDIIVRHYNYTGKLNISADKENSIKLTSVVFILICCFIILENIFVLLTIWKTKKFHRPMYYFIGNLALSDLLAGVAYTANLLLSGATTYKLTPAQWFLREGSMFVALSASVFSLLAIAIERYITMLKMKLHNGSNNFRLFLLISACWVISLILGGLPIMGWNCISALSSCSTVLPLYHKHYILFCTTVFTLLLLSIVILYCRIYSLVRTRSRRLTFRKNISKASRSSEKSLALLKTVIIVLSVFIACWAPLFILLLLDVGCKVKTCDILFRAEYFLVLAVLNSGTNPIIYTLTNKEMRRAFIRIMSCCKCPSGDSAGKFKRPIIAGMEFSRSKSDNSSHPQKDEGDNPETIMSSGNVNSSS
S1P3 agonist: agonists of human S1P3 receptor | activation, % at 4.5 µM | S1P3 NFAT-BLA reporter cells, agonism, FRET ratio; relative to 1 µM S1P, basal subtracted | hit rate 0.1% among 60,000 | Q99500 | AID 373;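 active = activation above the screen-wide mean plus 3 SD, cut at about 4.5% in these data, passing the limit was not always enough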; also: some compounds called inactive have numbers as strong as hits
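Benchmarks: high control 1 µM S1P / System: stable CHO line with human S1P3, Gα16, NFAT-BLA reporter / Dosing: single compound concentration, 4.5 µM final / Timing: 4 h compound at 37 °C, 2 h substrate at RT / Measured by: FRET β-lactamase substrate fluorescence, excitation 405 nm, 460/535 nm emission ratio, background-subtracted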
5HT1a antag: 5-HT1a (human) receptor antagonism | P08908 | CHO 5-HT1a Ga15 NFAT-bla reporter, antagonist mode | inhibition, % at 10 µM | hit rate 0.68% among 62,000;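 active = inhibition above the mean of all tested compounds plus 3 SD, cut at about 43% in these data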;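 also: receptor stimulated by 5-CT agonist at 100 nM near EC80; beta-lactamase reporter measured by ratiometric fluorescence of a cleavable substrate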
Jurkat viability: cytotoxic compounds reducing Jurkat cell viability. Jurkat E6.1 viability, ATP luminescence, 48 h. inhibition, % at 4 µM. hit rate 1.2% among 56,000. AID 463;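 active = inhibition above the mean inhibition of all tested compounds plus 3 SD, cut at about 28% in these data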
D1 allo mod: allosteric modulators of human D1 dopamine receptor | P21728 | HEK293 D1, CRE-luciferase, dopamine EC30 potentiation; actives deviate in either direction | B-score at 10 µM | hit rate 5.9% among 58,000;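 active = luminescence count or its row- and column-corrected plate score outside the 99.7% band of the plate's sample wells, on either side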
* marks the source's active call; other numbers are inactive results; . = not tested or not shown.

SMILES	HTR1E antagonist	5HT1E ag	HEK293 NFkB inh	5HT1a ag	S1P1 ag-PAM	S1P3 agonist	5HT1a antag	Jurkat viability	D1 allo mod
COc1cc(S(=O)(=O)N2CCOCC2)ccc1F	-2.6	0.1	16.3	-0.4	-4.5	0.4	-4.5	-3.1	-0.122
COC(=O)c1ccc2c(=O)n(CCN3CCOCC3)c(SCC(=O)c3ccccc3)nc2c1	0.8	0.4	10.4	1.8	2.2	-0.8	5.5	-1.1	1.29
O=C(O)CCN1/C(=C/C=Nc2ccccc2)Oc2ccccc21	2.0	0.4	14.7	-1.8	12.9	-1.1	-0.6	0.1	-0.0361
Cc1cc(=O)[nH]c(SCn2nnc3ccccc3c2=O)n1	-2.3	-0.9	9.8	-3.0	-21.5	-0.5	1.4	-4.1	-0.578
O=C(Nc1ccccn1)C1CCN(S(=O)(=O)c2cccs2)CC1	-0.9	0.3	13.9	-4.5	5.3	5.1	-0.5	0.7	-0.312
Cc1ccc(OCC(=O)Nc2ccc3c(c2)nc2n3CCOC2)cc1	-9.0	-0.3	14.2	-1.0	-6.9	-1.5	-13.2	-0.2	0.418
CCCOC(=O)C1C2C=C[C@]3(CN(CCc4ccccc4)C(=O)[C@H]13)O2 (stereo partly drawn)	-6.9	1.3	11.0	0.2	8.3	-0.7	2.9	5.5	-0.201
COc1ccc(-c2nnc(SCC(=O)NC(C)c3ccccc3)o2)cc1 (stereo not drawn)	3.4	-2.3	-14.7	2.5	5.6	-0.4	0.0	-11.5	-0.177
Nc1ccc2oc(CCc3ccccc3)nc2c1	-18.7	0.0	-42.2	-4.1	-11.4	0.5	-4.9	6.3	-0.503
CC(C)C(=O)N1CCN(c2ccc(NC(=O)c3ccc(Br)o3)cc2)CC1	-7.8	-0.8	5.1	-2.6	-30.5	-0.1	-3.9	-5.0	.
O=C(Nc1ccc2c(c1)OCCO2)c1ccc(NC(=O)C2CCCO2)cc1 (stereo not drawn)	-6.1	0.0	18.0	0.4	.	.	8.0	.	-0.0628
COc1ccccc1-n1cnnc1SC1CCOC1=O (stereo not drawn)	4.6	-0.9	7.9	-1.5	-6.1	-0.1	6.1	-0.8	0.894
Cc1ccc(OCCNC(=O)c2ccco2)cc1C	0.6	-0.3	-4.1	-2.0	-20.4	-0.6	-5.2	4.8	0.415
O=C(CN1CCN(c2ccc(Cl)cc2)CC1)Nc1ccc(F)c(F)c1	3.3	-1.1	7.3	-1.2	1.8	0.3	-8.4	5.5	0.0171
O=c1c2[nH]c3cccc(Cl)c3c2ncn1CCN1CCCCC1	2.9	0.1	5.5	-1.9	3.2	0.6	-9.3	-9.2	0.269
CCOCCSc1nnc2nc(C)cc(C)n12	-11.1	1.6	-6.0	0.3	-25.9	-0.8	-27.4	3.6	-0.0943
Cc1cc2c(=O)n(C)c(SCC(=O)c3cc4ccccc4o3)nc2s1	-5.2	0.8	6.9	1.3	7.4	-0.5	-6.7	3.9	0.626
CCC1CCCCN1C1Sc2ccc(C(=O)OC)cc2NC1=O (stereo not drawn)	-7.3	-0.5	6.3	-1.5	.	.	5.8	.	0.323
O=C(NCCc1c[nH]c2ccccc12)c1cnc2sccn2c1=O	-8.9	4.4	-33.1	-0.4	7.2	-0.8	2.8	1.4	-0.424
O=C(O)C(Cc1ccccc1)n1cccc1 (stereo not drawn)	-5.0	0.1	4.7	-6.3	-4.6	0.4	-11.3	-1.1	.
NC(=O)C1CCN(S(=O)(=O)c2cccc(S(=O)(=O)N3CCCCC3)c2)CC1	0.3	-1.3	7.5	-2.5	-0.6	0.1	-17.4	8.5	0.217
CC1CCCc2sc3nc(N4CCN(CCO)CC4)n4ncnc4c3c21 (stereo not drawn)	6.6	0.8	8.4	4.4	-41.2	-1.7	-18.1	11.5	2.08
CC(C)COC(=O)C1C(=O)CC(C)(O)C(C(=O)OCC(C)C)C1c1cccnc1 (stereo not drawn)	-2.8	-0.3	15.7	0.5	-4.1	0.2	10.5	-2.8	-0.318
CC(=O)c1ccc(NC(=O)N2CCN(c3cccc(Cl)c3)CC2)cc1	24.2	2.9	1.5	-1.2	64.7*	-1.6	32.8	9.5	-0.826
CCC(C)(C(=O)NC1CCCC1)N(C(=O)c1ccccn1)c1ccccc1 (stereo not drawn)	-1.3	-1.5	13.0	-2.0	-13.8	0.3	1.1	3.5	-0.11
Cc1ccc(S(=O)(=O)C(CCC(=O)N2CCOCC2)S(=O)(=O)c2ccc(C)cc2)cc1	-3.5	-0.2	12.8	0.3	-0.6	-1.7	-8.2	4.7	0.109
CCOc1ccccc1-n1c(SCC(=O)Nc2ccc(CC)cc2)nc2n[nH]c(C)c2c1=N	-2.1	0.5	9.4	-0.4	-33.0	3.7	1.7	-1.2	1.95*
COCCNC(=O)c1c(N)n(CCC2=CCCCC2)c2nc3ccccc3nc12	-26.0	8.2	.	28.8*	-54.1	4.5	.	.	-0.0158
Cc1ccc2cccc(S(=O)(=O)n3nc(C)cc3C)c2n1	-1.7	0.2	2.5	-2.2	-5.0	0.2	4.7	2.3	-0.242
C=C(C)CSc1nnc([C@@H]2CCCN2C(=O)OC(C)(C)C)o1	6.6	-1.6	8.9	-3.8	0.7	-1.1	11.3	8.5	0.346
COc1ccccc1N1CCN(C(=O)c2cc(C3CC3)on2)CC1	0.1	-0.4	14.0	-3.3	-6.2	-0.7	5.2	2.3	0.276
O=C(CNS(=O)(=O)c1ccc(F)cc1)N1CCN(c2ccccc2)CC1	-14.2	0.7	15.3	-2.0	.	-0.8	1.3	-1.4	-0.231
Cc1occc1C(=O)N1CCN(C(c2ccccc2)c2ccccc2)CC1	8.4	-1.2	11.3	2.1	-0.6	-0.9	38.7	-1.8	-1.3
CC(=C1C(=O)c2ccccc2C1=O)N1CCN(Cc2ccccc2)CC1	1.2	6.1	10.0	1.1	9.9	-0.3	1.4	-3.4	1.28
CC(=O)N(Cc1ccccc1)c1ncc2c(n1)c(=O)c(C#N)c1ccccn12	-2.8	0.0	4.9	-4.0	9.0	-0.1	-2.9	-7.3	0.395
O=C(COC(=O)C1=COCCO1)Nc1ccccc1Oc1ccccc1	-5.8	-0.6	12.5	-1.8	.	.	-2.0	.	-0.493
CCc1ccccc1N(CC)C(=O)CCc1nc(-c2ccc(C)cc2)no1	-0.5	-0.2	1.1	0.3	-16.4	-1.6	28.0	14.3	0.101
O=C(NC1CCCCCC1)c1cccc(N2CCCC2=O)c1	-12.8	-0.1	-27.9	-3.9	-4.9	0.6	-2.9	0.8	-2.71
COc1ccc(/C(N)=C/C(=O)C(C)(C)C)cc1	-6.6	0.7	8.3	0.0	-25.2	-1.1	-9.4	-4.4	.
Cc1cc(C)n(-c2nc(NCc3cccnc3)c3c4c(sc3n2)COC(C)(C)C4)n1	15.2	0.5	2.2	0.6	-86.4	13.1*	-6.4	2.1	3.01*
O=C(c1cc2ccccc2oc1=O)N(Cc1ccco1)CC1CCCO1 (stereo not drawn)	10.0	0.6	12.7	-2.5	-7.7	-1.7	4.1	-5.3	0.154
Cn1c(=O)c2c(SCc3ccccc3)nc(-c3ccco3)nc2n(C)c1=O	4.5	0.9	14.2	-2.6	0.9	-0.7	4.5	4.5	3.25*
Cc1cccc(C)c1NC(=O)C(NC=O)c1ccc(N(C)C)cc1 (stereo not drawn)	0.6	0.5	16.2	-0.3	-6.7	-1.3	-7.6	7.6	-0.0384
O=C(Cn1cccc1C(=O)c1ccccc1)NCc1cccnc1	-16.0	-0.3	25.9	-3.6	-7.8	-1.4	6.4	-0.6	.
COc1cc(OC)cc(C(=O)OCc2cc3ccccc3[nH]c2=O)c1	13.2	-2.2	7.0	-4.0	-2.4	-0.8	7.0	4.6	0.128
CC12CCC(C(=O)N3CCN(c4ccccc4)CC3)(CC1=O)C2(C)C (stereo not drawn)	10.7	0.7	10.0	-0.4	-8.0	-0.7	0.6	-5.0	0.635
O=C(CSc1nc(Nc2ccccc2)nc(N2CCOCC2)n1)Nc1ccccc1Cl	-6.0	-0.3	23.3	-0.2	.	-0.4	6.6	5.4	1.64
CCOC(=O)N1CCC(NC(=O)c2cccc3c2C(=O)N(Cc2cccnc2)C3)CC1	0.3	0.3	14.8	-0.6	0.0	-0.1	-8.5	5.2	3.72*
Cn1nc(-c2ccc(Cl)cc2)c2cc(C(=O)N3CCN(c4ccccc4)CC3)sc21	-16.7	0.7	14.8	4.2	-16.9	-0.8	8.3	-4.1	-0.197
O=C(CSc1nnc(Cc2cccs2)n1Cc1ccco1)Nc1ccc(Br)cc1	5.0	-0.6	10.5	-4.8	2.9	-1.8	26.0	11.3	0.0357
CCCn1c(SCC(=O)N2c3ccccc3Sc3ccccc32)nc2c1c(=O)n(C)c(=O)n2C	8.3	-1.0	3.0	-1.3	-0.1	-0.9	-8.6	-2.0	0.148
COc1ccc(NC(=O)Nc2ccccc2C)c(OC)c1	10.8	0.3	20.9	-4.7	-0.9	-0.8	9.7	-3.2	-0.00838
Cn1ncc2c(Nc3ccc(-c4ccccc4)cc3)ncnc21	10.1	1.1	7.7	-1.9	18.3	0.0	0.6	34.9*	1.92
CCc1ccccc1NC(=O)CSC1=C(C#N)C(c2ccc3c(c2)OCO3)C2=C(CCCC2=O)N1 (stereo not drawn)	-1.1	0.1	-6.1	-0.5	10.2	0.7	10.7	-1.1	-0.511
CCOC(=O)c1sc(NC(=O)CNC(=O)Cn2cnc3sc(C)c(C)c3c2=O)nc1C	1.2	0.2	8.7	-5.7	-32.8	-0.3	6.8	-3.7	2.8

By substructure, those above containing bromine.
SMILES	HTR1E antagonist	5HT1E ag	HEK293 NFkB inh	5HT1a ag	S1P1 ag-PAM	S1P3 agonist	5HT1a antag	Jurkat viability	D1 allo mod
CC(C)C(=O)N1CCN(c2ccc(NC(=O)c3ccc(Br)o3)cc2)CC1	-7.8	-0.8	5.1	-2.6	-30.5	-0.1	-3.9	-5.0	.
O=C(CSc1nnc(Cc2cccs2)n1Cc1ccco1)Nc1ccc(Br)cc1	5.0	-0.6	10.5	-4.8	2.9	-1.8	26.0	11.3	0.0357

With a hit mark in S1P3 agonist (from the list above):
SMILES,HTR1E antagonist,5HT1E ag,5HT1a ag,S1P1 ag-PAM,S1P3 agonist,5HT1a antag,D1 allo mod
Cc1cc(C)n(-c2nc(NCc3cccnc3)c3c4c(sc3n2)COC(C)(C)C4)n1,15.2,0.5,0.6,-86.4,13.1*,-6.4,3.01*

Copied from the list.
Cc1cc(C)n(-c2nc(NCc3cccnc3)c3c4c(sc3n2)COC(C)(C)C4)n1 – Jurkat viability = 2.1
O=C(O)C(Cc1ccccc1)n1cccc1 (stereo not drawn) – S1P1 ag-PAM = -4.6
CCOc1ccccc1-n1c(SCC(=O)Nc2ccc(CC)cc2)nc2n[nH]c(C)c2c1=N – Jurkat viability = -1.2

Screens: PubChem BioAssay, several laboratories
